Screening data deposited in PubChem BioAssay by several laboratories.
UHRF1 binding: UHRF1 methylated DNA binding inhibitors, primary screen, counter-screen for MBD2 inhibitor project, biochemical, TR-FRET, human UHRF1, single concentration. E3 ubiquitin-protein ligase UHRF1 (Homo sapiens), Q96T88. UHRF1 binding to methylated oligo. inhibition, % at 4.4 µM. hit rate 0.75% among 370,000. AID 687016, 2013; in the data active = inhibition above about 21%;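 also: UHRF1 SRA domain binding a hemimethylated CpG hairpin DNA probe; 0% = median of test compound wells and 100% = reference inhibitor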
proKLK7 act: proKLK7 zymogen activators, primary screen, biochemical, fluorescence intensity; Kallikrein-7 (Homo sapiens), P49862; purified proKLK7, EDANS-DABCYL substrate fluorescence; 100% is mature enzyme control, 0% vehicle; activation, % at 7 µM; hit rate 0.9% among 370,000;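 active = activation above the mean of all tested compounds plus 3 SD, computed per campaign excluding outliers beyond control limits, cut at about 13% in these data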
DDE Tn6 FP inh: inhibitors of Tn6 peptide binding to fibrin DD(E), primary screen, biochemical, fluorescence polarization, human fibrin, Tn6 probe; AID 720509, 2013; inhibition, % at 8.3 µM; hit rate 0.21% among 370,000; Fibrinogen beta chain (Homo sapiens), P02675; Fibrin DD(E) TRITC-Tn6 fluorescence polarization displacement;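 active = inhibition above a per-campaign cutoff: mean of compounds within control limits plus 3 SD, cut at about 15% in these data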;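 also: 0% = median of all compound wells on the plate and 100% = blocking peptide control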
Tn7 DDE FP: inhibitors of Tn7 peptide binding to fibrin DD(E), primary screen, biochemical, fluorescence polarization, human fibrin, Tn7 probe; inhibition, % at 8.3 µM; hit rate 0.13% among 370,000; Fibrinogen beta chain (Homo sapiens), P02675; AID 720508, 2013; FP displacement of FITC-Tn7 peptide from fibrin DD(E); 0% = median of compound wells per plate;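 active = inhibition above the mean of compounds falling within the control limits plus 3 SD of them, cut at about 14% in these data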;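 also: 0% = plate median of compound wells and 100% = 10 µM Aha-Tn7 peptide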
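Test system – human fibrin DD(E) · Times – 10 min preincubation, 3 h with tracer, room temperature · Detection – fluorescence polarization of the labelled Tn7 tracer · Measure – percent inhibition normalized to high-control wells · Benchmarks – high control wells with 10 µM unlabelled Aha-Tn7 peptide (full inhibition) · Repeats – singlicate testing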
sPLA2-III inh: human group III sPLA2 inhibitors, primary screen, biochemical, QFRET, BODIPY PC-A2 liposome substrate; hit rate 0.56% among 370,000; Group 3 secretory phospholipase A2 (Homo sapiens), Q9NZ20; AID 743126, 2013; inhibition, % at 12.2 µM; QFRET BODIPY PC-A2 liposome hydrolysis, fluorescence;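 active = inhibition above mean plus 3 SD of compounds lying within the high and low control bounds, cut at about 19% in these data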;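 also: 0% = median of test compound wells and 100% = no enzyme DMSO wells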
PLC-gamma1 inh: PLC-gamma1 enzyme inhibitors, primary screen, biochemical, fluorescence, purified enzyme. fluorogenic substrate. hit rate 0.84% among 370,000. 1-phosphatidylinositol 4,5-bisphosphate phosphodiesterase gamma-1 (Homo sapiens), P19174. AID 720700, 2013. inhibition, % at 12.2 µM; in the data active = inhibition above about 9.5%
Target sequence (P19174 whole entry, looked up): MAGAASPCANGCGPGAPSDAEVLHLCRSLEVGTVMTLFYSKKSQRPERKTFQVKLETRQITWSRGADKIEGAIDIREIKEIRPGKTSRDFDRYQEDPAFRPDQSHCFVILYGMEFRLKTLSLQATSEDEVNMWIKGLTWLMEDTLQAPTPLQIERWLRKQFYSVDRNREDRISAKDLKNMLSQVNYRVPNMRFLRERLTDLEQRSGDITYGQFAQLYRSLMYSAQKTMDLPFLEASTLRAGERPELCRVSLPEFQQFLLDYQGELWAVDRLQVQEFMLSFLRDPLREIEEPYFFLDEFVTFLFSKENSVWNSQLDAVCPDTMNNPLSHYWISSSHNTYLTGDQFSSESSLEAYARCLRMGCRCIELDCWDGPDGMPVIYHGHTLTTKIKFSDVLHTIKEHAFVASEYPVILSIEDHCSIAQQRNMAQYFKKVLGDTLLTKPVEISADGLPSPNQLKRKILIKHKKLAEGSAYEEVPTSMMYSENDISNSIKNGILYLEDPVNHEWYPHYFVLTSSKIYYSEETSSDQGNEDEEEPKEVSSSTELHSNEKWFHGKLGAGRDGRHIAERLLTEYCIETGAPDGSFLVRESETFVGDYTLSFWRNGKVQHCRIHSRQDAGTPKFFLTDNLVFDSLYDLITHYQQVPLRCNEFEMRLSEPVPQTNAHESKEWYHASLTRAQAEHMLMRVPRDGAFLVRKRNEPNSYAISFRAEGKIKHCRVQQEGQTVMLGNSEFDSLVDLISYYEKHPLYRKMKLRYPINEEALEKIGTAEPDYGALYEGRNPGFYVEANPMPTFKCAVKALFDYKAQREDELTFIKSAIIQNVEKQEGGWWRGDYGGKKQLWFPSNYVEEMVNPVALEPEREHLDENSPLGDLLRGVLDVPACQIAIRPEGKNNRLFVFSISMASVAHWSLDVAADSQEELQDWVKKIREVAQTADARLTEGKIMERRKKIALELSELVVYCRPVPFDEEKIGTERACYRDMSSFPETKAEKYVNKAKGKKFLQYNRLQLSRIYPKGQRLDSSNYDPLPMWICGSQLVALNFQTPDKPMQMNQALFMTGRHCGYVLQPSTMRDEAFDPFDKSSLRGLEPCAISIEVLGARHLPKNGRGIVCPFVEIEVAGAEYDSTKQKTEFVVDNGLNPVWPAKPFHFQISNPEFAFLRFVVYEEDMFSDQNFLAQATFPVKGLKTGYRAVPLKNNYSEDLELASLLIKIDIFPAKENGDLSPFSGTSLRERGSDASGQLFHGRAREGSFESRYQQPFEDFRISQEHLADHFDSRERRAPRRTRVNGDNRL
PLC-beta3 inh: human PLC-beta3 inhibitors, primary screen, biochemical, fluorescence; AID 720704, 2013; 1-phosphatidylinositol 4,5-bisphosphate phosphodiesterase beta-3 (Homo sapiens), Q01970; inhibition, % at 12.2 µM; hit rate 0.18% among 370,000; Purified PLC-beta3, fluorogenic substrate; in the data active = inhibition above about 11%;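 also: 0% = median of compound wells on plate and 100% = full blocker control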
ARFGAP1 inhibitor: inhibitors of rat ARFGAP1 GAP activity, primary screen, biochemical, fluorescence polarization, GDP tracer | ADP-ribosylation factor GTPase-activating protein 1 (Rattus norvegicus), Q62848 | Arfgap1-stimulated ARF1 GTP hydrolysis, GDP FP detection | inhibition, % at 16.5 µM | hit rate 0.26% among 360,000;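 active = inhibition above a per-plate limit, mean inhibition of low control wells plus 3 SD, cut at about 25% in these data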;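 also: 0% = DMSO wells with enzyme and 100% = wells lacking Arfgap1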
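Repeats: one replicate per compound; assay system: rat Arfgap1 catalytic domain, aa 1-136; times: enzyme reaction 120 min at 25 °C after 20 min preincubation; detection: FP of antibody-bound GDP Alexa 633 tracer, ex 620/em 688 nm; benchmarks: high control wells lacking Arfgap1, low control full reaction with DMSO; reagent: human ARF1(Δ1-17)-GTP substrate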
ASAP1 GAP inh: inhibitors of human ASAP1 ArfGAP activity, primary screen, biochemical, fluorescence polarization. Arf-GAP with SH3 domain, ANK repeat and PH domain-containing protein 1 (Homo sapiens), …. ASAP1-stimulated ARF1 GTP hydrolysis, GDP FP detection. inhibition, % at 16.5 µM. hit rate 0.19% among 360,000; in the data active = inhibition above about 25%;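 also: 0% = vehicle with enzyme and substrate and 100% = no enzyme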
Rev-erbA mod: modulators of Rev-erb alpha DNA binding, primary screen, biochemical, FITC-DNA, fluorescence polarization, uHTS. Rev-erbα–FITC-DNA binding, 90 min. activity, % at 10 µM. hit rate 0.79% among 370,000. AID 1259318, 2017;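 active = activity above about 14%, limit read from the data; passing the limit was not always enough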;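 also: 0% = DMSO wells with 35 nM protein and 100% = DMSO wells with 750 nM protein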
Active calls of the source: *; x = no result given; & = joins results of further samples.

entry	canonical_smiles	Rev-erbA mod	UHRF1 binding	proKLK7 act	DDE Tn6 FP inh	PLC-gamma1 inh	Tn7 DDE FP	ASAP1 GAP inh	sPLA2-III inh	ARFGAP1 inhibitor	PLC-beta3 inh
1	COc1ccc(C(=O)NCCc2nnc3ccc(SCC(=O)Nc4cc(C)on4)nn23)cc1	-3	1	-0.1	4	-1	7	-3	8	1	-8
2	O=C(CN1C(=O)C(=O)N(Cc2ccco2)C1=O)Nc1ccc(F)c(F)c1F	5	-1	0.1	2	0	2	5	2	-5	-2
3	COc1ccc(-n2c(CN3CCN(c4ccccc4OC)CC3)nc3ccc([N+](=O)[O-])cc3c2=O)c(OC)c1	-1	-1	-0.2	-3	1	4	2	2	6	-3
4	CCN(CC)S(=O)(=O)c1ccc(C(=O)Nc2ncn(Cc3ccccc3)n2)cc1	4	-1	0.0	-4	0	-2	-6	-3	0	3
5	COc1ccccc1NC(=O)CSc1ncn(-c2ccccc2)n1	-3	1	0.6	-6	-2	0	7	-7	3	-1
6	Fc1ccc(-c2cc(C(F)(F)F)nc(N3CCCCC3)n2)cc1	0	4	0.0	-5	6	-1	-3	5	-6	10
7	COc1cc(OC)cc(C(=O)NNC(=O)C2CCCC2)c1	5	1	-0.2	4	-1	6	15	3	-6	-8
8	O=C(Nc1nnc(S(=O)(=O)N2CCOCC2)s1)c1ccccc1Cl	1	0	0.4	0	-3	3	-14	-6	1	0
9	Cc1ccc2sc(C)cc(=O)c2c1	2	7	0.1	9	2	1	-4	3	4	-6
10	O=C(O)/C(=C\c1ccccc1)c1ccccc1	-6	4	-0.7	0	-4	0	-7	-1	-8	-6
11	COc1cc(OC)c(OC)cc1/C=C1\CCC/C(=C\c2cc(OC)c(OC)cc2OC)C1=O	11	0	1.9	-3	-81	1	-10	-6	-3	-122
12	CCOC(=O)C1=NS(=O)(=O)NC(C)=C1	4	0	2.8	1	-23	-4	-16	-6	-3	-45
13	COc1ccc(CCNC(=O)C2CC(=O)N(c3ccc(C)cc3)C2)cc1OC (stereo not drawn)	-2	2	0.1	-4	5	-2	-7	5	-2	-2
14	Cc1cc(NC(=O)Nc2ccc(Cl)cc2)n(C(C)(C)C)n1	-2	-1	-0.6	-2	1	4	0	7	-10	-3
15	Cc1ccc(C2CC(=O)C(C=NCCN3CCN(C(=S)Nc4ccccc4)CC3)=C(O)C2)cc1 (stereo not drawn)	-1	5	-0.4	0	4	-13	-3	3	14	1
16	O=C1C=C(c2ccc(-c3ccccc3)cc2)C[C@@H](c2ccc3c(c2)OCO3)C1	5	-1	-0.5	4	-2	3	-7	0	-9	1
17	COc1ccc2oc(=O)c(C(=O)NCCc3ccc(OC)c(OC)c3)cc2c1	5	-2	-0.4	-2	-11	1	-2	-2	7	-12
18	O=C(Cc1ccc(Cl)cc1Cl)NCc1cccnc1	-2	21*	0.4	-1	0	4	-5	4	1	-3
19	O=[N+]([O-])c1ccc(-c2ccc(/C=N/c3c(-c4ccco4)nc4ccccn34)o2)cc1	-1	3	-48	-10	-228	7	7	-3	-11	-275
20	COc1cccc(-n2cn[nH]c2=S)c1	4	3	-0.5	11	0	11	-6	-1	0	-3
21	CC1CCCCN1C(=O)Cn1c(=O)oc2ccccc21 (stereo not drawn)	-4	-1	-0.4	-1	1	2	7	-2	-18	2
22	CCn1ccnc1C(O)c1cccc(OC)c1 (stereo not drawn)	0	0	0.6	-5	5	-12	6	5	8	2
23	Cc1nc2sccc2c(=O)n1-c1cccc(Cl)c1	-2	1	-0.2	1	8	0	-2	4	0	3
24	N#Cc1c(C#N)c(-c2ccccc2)n(-c2ccc(C(=O)O)cc2)c1N	11	3	-0.5	2	-1	5	-10	-7	-5	-6
25	CCOC(=O)C1=C(CC)OC(N)=C(C#N)C1c1cccs1 (stereo not drawn)	3	-1	-1.3	-8	-8	-2	6	-19	-7	-7
26	N#Cc1c(N)nc(Sc2ccc(Cl)cc2)c(C#N)c1-c1ccccc1Cl	64*	3	-0.5	-8	-6	6	17	10	11	-6
27	CCOC(=O)N1CCN(Cc2c(NC(=O)c3ccco3)sc(C)c2C)CC1	8	3	-0.3	-3	-7	-7	0	0	7	-11
28	O=C(COC(=O)Cn1cnc2ccccc2c1=O)Nc1ccc(Cl)cc1	-5	5	0.1	-11	2	-4	15	12	1	-5
29	COc1ccccc1C(=O)NCCSCc1c(F)cccc1Cl	-4	-2	-0.1	10	-6	6	-4	-11	3	-5
30	CCOC(=O)C1C(=O)CC(C)(O)C(C(=O)OCC)C1c1ccc(F)cc1 (stereo not drawn)	-5	-4	0.1	5	1	3	6	3	0	6
31	CCOC(=O)c1cn(Cc2ccc(C)cc2)c2cc(F)ccc2c1=O	3	1	-0.8	4	-2	-2	9	0	1	-6
32	CCn1c2ccccc2c2cc(NC(=O)COC(=O)c3ccc(C)cc3)ccc21	-5	2	0.2	-1	2	-3	x	15	x	3
33	Cc1cc(C)n(CC(=O)NCc2cc(-c3nn(C)c(=O)c4ccccc34)ccc2C)n1	1	-3	0.0	-3	-1	-6	-1	5	-5	1
34	CC1=C(C(=O)OCC(C)C)C(c2ccc(F)cc2)NC(=O)N1 (stereo not drawn)	1	5	-0.5	-1	2	-9	-6	2	3	3
35	CC(=O)c1cccc(NS(=O)(=O)c2ccc3c(c2)oc(=O)n3C)c1	1	-3	0.0	-1	0	-1	1	-1	4	3
36	c1ccc2c(c1)CCc1c(-c3ccncc3)n[nH]c1-2	4	-4	-0.1	-10	-14	4	6	-6	2	-18
37	O=C(NCCc1ccccc1)c1ccccc1Cl	-2	10	-0.1	-13	0	-2	13	16	13	2
38	COc1cc(/C=N/NC(=O)c2ccccc2)ccc1O	-4	-3	-0.3	0	-8	-1	-9	0	-3	-6
39	Cc1ccc(S(=O)(=O)CCN2CCN(c3ccccc3)CC2)cc1	2	-1	-0.4	1	-1	5	5	-1	-8	-7
40	O=C(Oc1ccc(/C=N/NC(=O)c2ccccc2F)cc1)c1ccccc1	3	1	0.3	0	5	0	5	8	6	-2
41	COc1ccc2c(c1)CCc1c(C(=O)Nc3c(C)n(C)n(-c4ccccc4)c3=O)noc1-2	2	-4	0.6	2	0	0	4	-2	-1	3
42	Cn1c(SCC(=O)c2c(N)n(C)c(=O)n(C)c2=O)nnc1-c1ccccc1	1	2	0.0	-1	15*	-3	-8	3	10	3
43	O=C(NCc1ccncc1)C(=O)NCC(c1ccccc1)c1ccccc1	2	-3	0.4	-7	-1	2	-1	0	0	1
44	C/C(=N\NC(=O)c1cccc(N/N=C(\C)c2ccco2)c1)c1ccco1	-11	-1	-0.5	-4	-8	-2	6	0	4	-6
45	O=C(Nc1nn[nH]n1)c1ccc(S(=O)(=O)N2CCCCC2)cc1	-3	1	0.1	-4	0	2	4	2	-1	0
46	Cc1ccc(CNC(=O)CNC(=O)[C@@H]2Cc3ccccc3CN2)cc1	4	-1	0.3	6	1	-4	0	2	6	-4
47	CC(C)(C)c1cc(NCc2ccccn2)n2ncc(-c3ccccc3)c2n1	-1	-2	-8.8	-6	-293	-5	9	13	-3	-394
48	O=C(CN1C(=O)NC2(CCCC2)C1=O)Nc1ccccc1	-4	-2	-0.2	-6	4	-4	-3	-1	11	0
49	CCOc1ncccc1C(=O)OC(C)C(=O)Nc1ccc(N2CCOCC2)cc1 (stereo not drawn)	3	3	0.3	-1	2	-4	0	13	10	-7
50	COc1ccc(S(=O)(=O)NC(C)C(=O)N2CCCC2)cc1Cl (stereo not drawn)	0	1	0.0	-3	-4	-6	8	-3	10	-5

Next part.
entry	canonical_smiles	Rev-erbA mod	UHRF1 binding	proKLK7 act	DDE Tn6 FP inh	PLC-gamma1 inh	Tn7 DDE FP	ASAP1 GAP inh	sPLA2-III inh	ARFGAP1 inhibitor	PLC-beta3 inh
51	CSc1ccccc1NC(=S)NCc1ccc(Cl)cc1	1	1	0.1	3	-53	-4	-20	14	2	-4
52	C=CCN1[C@@H](Cc2ccccc2)COc2cccc(N3CCSCC3)c2S1(=O)=O	6	-1	0.8	0	1	-5	x	-1	x	0
53	CC(=O)C1=CCC(c2ccc(F)cc2)N(S(=O)(=O)c2ccc(C)cc2)C1 (stereo not drawn)	1&2	-1&-1	0.7&-0.3	3&-2	-3&-4	12&4	4&3	-3&0	0&3	-1&-2
54	CC(C)[C@H](NC(=O)[C@H](Cc1ccccc1)NC(=O)OC(C)(C)C)C(=O)N1CCC2CCN(S(=O)(=O)c3ccccc3)CC21 (stereo partly drawn)	0	0	0.3	0	-4	0	x	-4	x	2
55	COc1ccc(OC)c(-n2c(CN3CCC(C(N)=O)CC3)nc3ccccc3c2=O)c1	-6	-2	0.6	3	3	-4	3	5	8	1
56	Cc1ccc(NC(=O)CCS(=O)(=O)c2cccc3nonc23)c(Cl)c1	10	3	0.2	-6	5	3	-4	0	-12	0
57	CC(C)C1CCN(C(=O)C2CCC(=O)N(C3CCCCCC3)C2)CC1 (stereo not drawn)	4	0	0.4	4	-4	3	1	-4	-5	0
58	CCN(CC)CCNC(=O)Cn1cnc2sc(C)c(S(=O)(=O)N3CC(C)CC(C)C3)c2c1=O (stereo not drawn)	5	-2	-0.1	-1	-2	3	8	0	-9	-10
59	CCCC(=O)OCCn1c(Br)nc2c1c(=O)[nH]c(=O)n2C	0	-2	-0.1	5	0	4	-2	6	9	0
60	Cc1ccc(S(=O)(=O)Nc2cccc(/C=C/C(=O)O)c2)cc1	-2	0	-1.1	0	-2	-1	3	0	-1	-4
61	Cc1onc(-c2ccccc2)c1C(=O)N/N=C/c1cc(Br)c(O)c(Br)c1	3	-3	-0.1	-4	-19	-2	3	1	4	-40
